# HDAC3 inhib – inhibitors of human histone deacetylase 3; recombinant HDAC3, fluorogenic peptide/trypsin coupled, fluorescence; O15379; inhibition, % at 8.3 µM; actives 0.15% (n = 320,000); in the data active means inhibition above about 26%, passing the limit was not always enough; inconclusive means no clear call, values can overlap the other calls
# Target sequence (O15379 whole entry, looked up): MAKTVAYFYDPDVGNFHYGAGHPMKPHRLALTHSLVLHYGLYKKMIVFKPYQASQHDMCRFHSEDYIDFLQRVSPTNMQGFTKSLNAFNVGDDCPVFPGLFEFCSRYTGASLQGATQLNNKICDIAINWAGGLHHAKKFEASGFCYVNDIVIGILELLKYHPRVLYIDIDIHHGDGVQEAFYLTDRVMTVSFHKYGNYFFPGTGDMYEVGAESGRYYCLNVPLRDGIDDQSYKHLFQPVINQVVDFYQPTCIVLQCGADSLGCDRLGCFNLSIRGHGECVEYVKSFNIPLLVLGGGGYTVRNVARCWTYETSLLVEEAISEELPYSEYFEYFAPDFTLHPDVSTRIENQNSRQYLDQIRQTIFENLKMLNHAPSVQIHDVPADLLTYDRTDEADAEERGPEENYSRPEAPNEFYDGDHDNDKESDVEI
# Platelet DG rel – modulates dense granule release in human platelets. human platelet-rich plasma, SFLLRN dense granule ATP release, luminescence. AID 1663. actives 0.22% (n = 300,000). inhibition, %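 (compounds screened at 7.5 µM in platelet-rich plasma)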;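 active means mean replicate score, as percent of positive control, at or above 50; inconclusive means mean below 50 but at least one replicate at or above 50; inactive means mean and every replicate below 50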
# AI-2 QS mod – modulates the Vibrio harveyi AI-2 quorum sensing system. activity change, % at 7.5 µM. actives 0.4% (n = 300,000). Vibrio harveyi JMH597 AI-2 luminescence/OD600 ratio, 9 h; stronger effect = lower value; strain lacks LuxN and CqsS sensors; 0 = neutral-control median. AID 2094; in the data active means activity change below about -75%, passing the limit was not always enough; inconclusive means no clear call, values can overlap the other calls;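 further: luminescence divided by OD600 gain over 9 h not by final OD600 alone; inactives centre near 13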
# KLF5 inh – inhibitors of KLF5 expression | actives 0.23% (n = 290,000) | inhibition, % at 5 µM | AID 1700 | DLD-1 KLF5 promoter-luciferase reporter, luminescence;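 active means inhibition above a per-plate limit of that plate's mean compound inhibition plus 3 SD, cut at about 60% in these data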;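 further: 0% = DMSO wells and 100% = LY294002 at 200 µM; higher means less KLF5 promoter-driven luciferase light; inactives centre near -14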
# HSF1 activator – increases HSF-1 driven luciferase reporter signal. activation, % at 9 µM. NIH3T3-HGL HSF-1 luciferase reporter, MG132, 8 h; 100% = twice DMSO control signal. AID 504408. actives 1.7% (n = 300,000);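 active means mean replicate activation of at least 50% with a set share of replicates each reaching 50%; inconclusive means only one of those two conditions met; inactive means mean below 50% and too few replicates reaching it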;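 further: 0% = median of the neutral control wells and 100% = twice that signal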
# IEC-6 cytotox – counter-screen for KLF5 inhibitors: cytotoxicity in IEC-6 cells; IEC-6 cytotoxicity, luminescence viability; inhibition, % at 5 µM; actives 0.78% (n = 290,000); AID 1825; in the data active means inhibition above about 22%;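 further: 0% = plate median of test compound wells and 100% = cytotoxic reference compound wells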
# HSF1 inhib – HSF1 inhibition; NIH3T3-HGL HSE-luciferase, MG132-induced, luminescence 8 h; stronger effect = lower value; activity change, negative = inhibition, % at 7.5 µM (by protocol); actives 0.77% (n = 300,000); AID 2098;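 active means more than half of replicate wells show activity change below -50%, luminescence cut by over half; inconclusive means some wells, but at most half, below -50%; inactive means no replicate well below -50%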;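 further: luciferase reports HSF-1 transcriptional activity via heat shock element; 0% = median of DMSO wells and -100% = zero luminescence signal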
# HIF act – HIF pathway transcriptional activation | actives 0.32% (n = 300,000) | U2OS HRE-luciferase reporter, luminescence; normalized: DMSO 0%, desferrioxamine 100% | activation, % at 7.5 µM (by protocol);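 active means mean activation of at least 10% of the iron chelator positive control signal, with at least half of replicates also reaching 10%; inconclusive means mean and replicate majority disagree about reaching 10%; inactive means mean and most replicates under 10%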
# aSyn UTR inh – MLPCN primary screen, SNCA 5' untranslated region. inhibition, % (tested at 7.5 µM). alpha-synuclein 5'UTR reporter, inhibitor activity. AID 1813. actives 0.82% (n = 300,000); in the data active means inhibition above about 60%; inconclusive means no clear call, values can overlap the other calls;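 further: H4 neuroglioblastoma cells stably carrying SNCA 5'UTR luciferase fusion; 0% = DMSO wells and 100% = positive control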
# HSP90 inh – HSP90 refolding inhibition in rabbit reticulocyte lysate; AID 1789; luciferase refolding luminescence, 3 h; inhibition, % at 5.6 µM; actives 0.91% (n = 290,000);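 active means inhibition above the screen-wide mean plus 3 SD, computed separately per campaign, cut at about 16% in these data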;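 further: 0% = DMSO wells and 100% = 60 µM geldanamycin wells; inhibitors lower the luminescence because luciferase stays unfolded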
# Active calls of the source: *; ? = inconclusive; nt = not tested or not shown.
compound,aSyn UTR inh,AI-2 QS mod,Platelet DG rel,IEC-6 cytotox,HSF1 inhib,HIF act,HSP90 inh,HDAC3 inhib,HSF1 activator,KLF5 inh
CCCCOc1ccc(/C=N/NC(=O)c2nnn(-c3nonc3N)c2C)cc1,-29.0,13.7,-5.9,6.2,-1.7,0.0,1.7,0.8,-7.4,-0.8
CCOC(=O)c1c(-c2ccc(C)cc2)csc1NC(=S)NC(=O)c1ccccc1,9.5,25.9,-0.1,-5.1,-4.0,-0.8,3.9,3.0,6.4,-18.0
COc1ccc(Cl)cc1NC(=O)CN1C(=O)CC(C)S(=O)(=O)c2ccccc21 (stereo not drawn),1.1,16.6,0.8,2.6,1.8,-1.1,-2.7,-4.8,26.3,-25.0
O=C(C1CCC(=O)N(C2CC2)C1)N1CCN(c2ccccc2Cl)CC1 (stereo not drawn),-8.1,nt,-3.3,-6.3,-9.9,0.7,0.2,2.9,5.8,-16.3
O=C1C=C(O)C(n2cncn2)C(c2ccc3c(c2)OCO3)C1 (stereo not drawn),14.1,6.8,5.2,-2.0,4.7,0.2,-1.5,-1.5,-7.4,-13.2
CCc1ccc(OCc2nnc(SCc3ccc(C(=O)O)cc3)o2)cc1,9.3,20.0,-4.6,-4.3,2.8,0.1,-0.8,2.7,-3.8,30.6
CC1(C)CCSC(/C=C/c2ccccc2)=N1,-122.7,-7.0,-0.2,0.2,138.8,6.6,7.9,nt,172.2*,-4.1
CCCCC(=O)N/N=C/c1cc([N+](=O)[O-])ccc1N1CCOCC1,-4.6,37.8,1.6,6.0,12.1,-37.1,-2.0,0.6,14.3,-7.3
COC(=O)c1c(NC(=O)c2ccc([N+](=O)[O-])o2)sc2c1CCN(C(C)C)C2,104.9*,-89.8*,3.7,95.7*,110.0,-3.7,4.7,1.9,169.4*,-0.2
O=C(O)c1nc(N2CCOCC2)nc(N2CCOCC2)n1,8.3,23.6,-6.1,5.3,-5.8,0.3,-2.3,-2.4,1.4,-15.8
CCOc1cc(C(=O)N/N=C/C(Br)=C/c2ccccc2)cc(OCC)c1OCC,104.5*,26.7,-0.9,6.6,94.9,3.1,0.8,-0.5,86.8*,-26.4
CNC(=O)c1ccccc1NC(=O)c1cccc(S(=O)(=O)N2CCC(C)CC2)c1,14.4,30.4,-2.2,-0.3,0.5,-0.5,-0.4,-2.0,-2.9,-4.7
Cc1ccc(C(=O)N(c2ccccn2)C(C)c2ccco2)cc1 (stereo not drawn),-20.7,-7.2,-0.5,-3.6,5.9,0.3,-3.7,-0.6,-1.5,-31.0
Cc1ccc(NC(=O)COn2nnc3ccc(S(=O)(=O)N(C)C)cc32)cc1F,4.6,6.5,-0.8,-1.5,-8.4,0.0,0.2,-2.0,-21.6,-8.0
CCc1ccc(C(=O)Cn2ncc(Cl)c(Cl)c2=O)cc1,-64.0,14.9,-10.6,4.4,-80.2*,4.4,4.1,-2.0,-79.5,-12.2
CCN(CC)C(=O)C(=O)c1cccn1-c1ccccc1C#N,9.1,15.0,1.7,-5.6,-2.7,0.0,7.4,7.8,-13.5,-12.2
Cc1nc(NC(=O)c2csc3ccccc23)sc1C,-141.2,25.6,2.2,6.2,31.2,1.9,3.8,-0.9,61.4*,-130.8
CCOC(=O)N1CCN(c2ccc(C(=O)CC)cc2F)CC1,-40.3,23.4,-54.5,4.3,3.2,0.1,0.2,0.3,-8.8,-20.0
O=C1/C(=C\Nc2ccc(Cl)cc2)CCN1c1ncccn1,-158.2,-1.9,9.9,0.0,-2.9,2.4,1.3,1.2,1.8,-19.2
C[n+]1cccc(C(=O)Nc2ccccc2)c1,15.0,-4.5,2.5,5.4,-4.5,-0.1,8.3,4.4,-5.6,-0.3
NC(=O)c1c(NC(=O)C2COc3ccccc3O2)sc2c1CCN(Cc1ccccc1)C2 (stereo not drawn),12.9,13.3,3.0,-9.0,?,1.1,-3.3,2.4,-21.1,-9.6
Cc1ccc(C(=O)NN2C(=O)C3C(C2=O)C2C=CC3C23CC3)cc1 (stereo not drawn),-12.1,8.4,6.1,-3.6,-0.4,-0.4,-0.7,-4.4,4.9,-11.4
Nc1nc(-c2ccccc2)c(N=Nc2ccc(Cl)cc2)s1,10.1,20.3,3.0,8.8,4.9,-1.7,3.5,-11.2,-2.6,-17.3
CCN(C(=O)c1cc2c(=O)[nH]c3ccc(C)cc3c2s1)c1ccc(OC)cc1,-3.1,6.2,-4.1,5.6,-3.2,-0.1,-6.2,-6.0,-5.0,-4.8
COc1ccc(Cl)cc1NC(=O)CN(C)S(=O)(=O)c1cccs1,25.8,nt,-0.9,5.0,-1.4,-1.1,3.3,-0.9,-5.6,8.9
CCC(C)C(NC(=O)c1ccc(Cl)cc1)C(=O)O (stereo not drawn),9.7,10.7,18.8,-5.5,-6.4,0.0,-2.8,-1.1,-9.9,-51.6
CCN(CC(O)CON=C1c2ccccc2-c2ccccc21)S(=O)(=O)c1ccc(Cl)cc1 (stereo not drawn),-7.5,5.4,-7.4,-8.2,12.1,nt,0.5,18.7,44.9,-25.8
C=CCN(C(=O)c1csnn1)C(C(=O)NC1CCCCC1)c1ccc(F)cc1 (stereo not drawn),-18.2,4.3,6.9,-0.7,10.0,0.1,2.9,-2.2,-18.4,-24.4
CCn1c2ccccc2c2nc3cc(S(=O)(=O)N4CCOCC4)ccc3nc21,23.5,27.8,4.3,3.8,-1.8,-1.1,1.1,nt,20.3,7.4
CCc1ccc(C2C(C#N)=C(N)SC(N)=C2C#N)s1,-17.6,16.8,-7.3,-3.1,6.3,-0.2,1.2,7.7,30.2,1.8

# Compound profiles, as listed above. Screens in order: aSyn UTR inh, AI-2 QS mod, Platelet DG rel, IEC-6 cytotox, HSF1 inhib, HIF act, HSP90 inh, HDAC3 inhib, HSF1 activator, KLF5 inh
# CCC(C)C(NC(=O)c1ccc(Cl)cc1)C(=O)O (stereo not drawn) is listed as 9.7, 10.7, 18.8, -5.5, -6.4, 0.0, -2.8, -1.1, -9.9, -51.6
# Nc1nc(-c2ccccc2)c(N=Nc2ccc(Cl)cc2)s1 is listed as 10.1, 20.3, 3.0, 8.8, 4.9, -1.7, 3.5, -11.2, -2.6, -17.3

# (next part)
compound,aSyn UTR inh,AI-2 QS mod,Platelet DG rel,IEC-6 cytotox,HSF1 inhib,HIF act,HSP90 inh,HDAC3 inhib,HSF1 activator,KLF5 inh
Cc1ccc(C)c(C(=O)CSc2nc3ccccc3c(=O)[nH]2)c1,-3.7,29.7,10.2,44.0*,0.5,0.1,-2.2,-2.1,2.5,3.1
CC(/C=C/c1cccc([N+](=O)[O-])c1)=N/NC(=O)c1cccnc1,-11.4,2.7,-22.8,-3.2,6.6,0.0,2.9,4.1,35.6,-24.7
COc1ccc(C(=O)N(C)C2(C)CCS(=O)(=O)C2)cc1OC (stereo not drawn),19.7,10.8,0.6,nt,1.3,-1.2,nt,2.8,12.4,nt
O=C(CSc1ccc(Br)cc1)N1CCN(C(=O)c2ccco2)CC1,15.8,29.7,1.3,-8.5,18.5,-0.4,-5.8,-1.2,13.3,-14.1
Nc1ccc(-c2ccc(N)c([N+](=O)[O-])c2)cc1[N+](=O)[O-],-38.9,27.5,-21.4,-1.4,30.7,-5.1,4.4,nt,49.5,-3.9
CCC(C)(c1nnnn1-c1c(C)cccc1C)N(N=O)c1ccccc1Cl (stereo not drawn),nt,nt,nt,-4.2,nt,nt,2.5,1.6,nt,-17.6
O=C(CNC(=O)c1ccc(Cl)cc1Cl)OCCOc1ccccc1,-47.5,nt,-0.4,nt,-17.7,2.0,nt,-1.3,-15.6,nt
Cc1ccc(S(=O)(=O)N(Cc2cc3ccccc3[nH]c2=O)c2cccc(C)c2)cc1,-24.4,14.5,-1.8,-1.8,4.5,0.2,2.5,0.4,17.7,-13.5
COc1ccc(-c2cnc(N)n2CC2CCCO2)cc1 (stereo not drawn),-59.7,19.9,-1.9,-5.7,3.3,2.8,-3.2,-0.2,-4.1,-28.3
Cc1ccc(NC(=O)Cc2nn(C)c(=O)c3ccccc23)cc1F,7.8,23.5,0.3,3.9,-0.6,-0.2,5.5,-1.5,-6.1,-39.4
CCOC(=O)c1nn(-c2ccccc2F)c(C)c1C(C)=O,10.3,9.9,-1.7,-5.1,4.6,-0.4,-8.6,1.6,22.1,-13.0
COc1ccc(Nc2nc(C(=O)NCCCN3CCOCC3)cs2)cc1,-8.3,6.1,3.3,-0.3,-4.6,-0.1,1.8,1.7,-5.1,-26.6
CCN(CC(=O)Nc1ccc2c(c1)OCCO2)C(=O)/C=C/c1ccccc1,-48.8,-15.9,-6.4,2.5,10.6,1.1,-4.3,0.0,38.4,-17.5
O=C1OCCC1Sc1nnc(-c2ccc(Cl)cc2)n1Cc1ccccc1 (stereo not drawn),17.0,26.1,-6.0,-0.7,0.3,0.2,0.4,0.3,11.7,4.2
O=C(NC1CCCCC1)c1cc(C2CC2)on1,-78.0,12.3,2.4,4.9,6.9,1.3,-2.0,6.0,24.7,-41.1
CCC1CCCCN1C(=O)CSc1nnc(CNC(=O)c2ccco2)o1 (stereo not drawn),16.9,22.1,7.3,-1.1,-3.8,0.0,-3.1,3.0,-10.3,-37.9
[N-]=[N+]=NCCN1CCN(Cc2ccccc2)CCC1=O,-4.2,9.2,-4.0,0.0,-2.8,0.3,-7.1,-7.2,-0.8,-0.7
Cc1ccc(OCC(=O)N2CC(C)OC(C)C2)c([N+](=O)[O-])n1 (stereo not drawn),1.0,9.4,-4.4,-5.1,-5.3,0.3,-1.5,-0.7,16.8,-14.5
O=C(CN1C(=O)c2ccccc2C1=O)NCc1ccc(F)cc1,-6.1,-7.8,-7.8,1.8,-1.4,1.1,1.0,-3.2,-2.4,5.1
CCCC(C)NC(=O)Cc1ccccc1 (stereo not drawn),1.0,12.1,19.8,2.0,-4.8,-0.1,3.5,-3.3,-0.5,-14.5
CCN(CC)CCN(C(=O)c1ccc(S(=O)(=O)N(C)C2CCCCC2)cc1)c1nc2ccc(OC)cc2s1,-4.0,17.2,-4.9,-0.2,-1.8,-0.2,-2.0,-1.5,4.7,-19.9
O=c1[nH]c2cc(Cl)ccc2n(CCNc2ncc(C(F)(F)F)cc2Cl)c1=O,11.2,-1.1,-23.1,-3.1,3.3,-0.3,-2.2,2.8,6.1,-12.4
c1ccc(Sc2ncnc3c2oc2ccccc23)cc1,-180.2,1.6,-0.6,2.6,15.2,5.0,1.7,5.6,16.9,-25.2
CCCNc1nc(Nc2ccc(C)cc2)nc(N2CCCC2)n1,4.0,36.9,-3.9,3.7,-4.3,-0.1,7.5,12.2,-6.2,-45.9
COc1ccc(-n2nnnc2SC(C)C(=O)NCC(=O)Nc2ccc(F)c(F)c2F)cc1 (stereo not drawn),-11.7,3.4,1.7,6.3,-2.1,0.7,0.3,6.5,1.1,7.7
Cc1ccc(NC(=O)C(c2ccccc2)C2CCCC2)cc1 (stereo not drawn),31.1,14.9,-4.8,-9.6,1.2,-0.4,-2.2,nt,-2.7,-44.5
Cc1cc(N)n(-c2ccc(Cl)cc2)n1,-35.5,4.6,3.6,-1.9,4.8,-0.4,-3.3,-1.0,23.2,-7.7
